Screens as filed in PubChem.
HSF1 activator: HSF-1 activators, primary screen, NIH3T3-HGL cells, MG132 stress, luminescence, single point; activation, % at 9 µM; 300,000 compounds, 1.7% hits; AID 504408, 2011; NIH3T3-HGL HSF-1 luciferase reporter, 8 h; 100% = twice DMSO control signal;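 active means mean replicate activation of at least 50% with a set share of replicates each reaching 50%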;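 further: 0% = median of the neutral control wells and 100% = twice that signal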
aSyn UTR inh: MLPCN primary screen, SNCA 5' untranslated region; alpha-synuclein 5'UTR reporter, inhibitor activity; inhibition, % (tested at 7.5 µM); 300,000 compounds, 0.82% hits; in the data active means inhibition above about 60%;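 further: H4 neuroglioblastoma cells stably carrying SNCA 5'UTR luciferase fusion; 0% = DMSO wells and 100% = positive control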
HIF activator: HIF pathway transcriptional activators, primary screen, cell-based, U2OS HRE-luciferase, luminescence; 300,000 compounds, 0.32% hits; AID 1910, 2009; activation, % at 7.5 µM (by protocol); U2OS HRE-luciferase reporter; normalized: DMSO 0%, desferrioxamine 100%;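 active means mean activation of at least 10% of the iron chelator positive control signal, with at least half of replicates also reaching 10%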
KLF5 inh: KLF5 expression inhibitors, primary screen, DLD-1 cells, luminescence; DLD-1 KLF5 promoter-luciferase reporter; inhibition, % at 5 µM; 290,000 compounds, 0.23% hits; AID 1700, 2009;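 active means inhibition above a per-plate limit of that plate's mean compound inhibition plus 3 SD, cut at about 60% in these data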;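 further: 0% = DMSO wells and 100% = LY294002 at 200 µM; higher means less KLF5 promoter-driven luciferase light; inactives centre near -14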
HSP90 refold inh: HSP90 inhibitors, primary screen, cell lysate, luminescence. inhibition, % at 5.6 µM. 290,000 compounds, 0.91% hits. Rabbit reticulocyte lysate, luciferase refolding luminescence, 3 h;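 active means inhibition above the screen-wide mean plus 3 SD, computed separately per campaign, cut at about 16% in these data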;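 further: 0% = DMSO wells and 100% = 60 µM geldanamycin wells; inhibitors lower the luminescence because luciferase stays unfolded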
AI-2 QS mod: Vibrio harveyi AI-2 quorum sensing modulators, primary screen, JMH597 strain, luminescence/OD600 ratio | Vibrio harveyi JMH597 AI-2 luminescence/OD600 ratio, 9 h; hits give low values; strain lacks LuxN and CqsS sensors; 0 = neutral-control median | 300,000 compounds, 0.4% hits | AID 2094, 2009 | activity change, % at 7.5 µM; in the data active means activity change below about -75%, passing the limit was not always enough;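 further: luminescence divided by OD600 gain over 9 h not by final OD600 alone; inactives centre near 13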
IEC-6 cytotox: cytotoxicity in IEC-6 intestinal epithelial cells, primary screen, cytotoxicity control for KLF5 inhibitor project, cell-based, luminescence; IEC-6 cytotoxicity, luminescence viability; inhibition, % at 5 µM; 290,000 compounds, 0.78% hits; AID 1825, 2009; in the data active means inhibition above about 22%;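 further: 0% = plate median of test compound wells and 100% = cytotoxic reference compound wells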
Platelet DG rel: inhibitors of platelet dense granule secretion, primary screen, cell-based, MLPCN, human platelets. inhibition, %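 (compounds screened at 7.5 µM in platelet-rich plasma)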. human platelet-rich plasma, SFLLRN dense granule ATP release, luminescence. 300,000 compounds, 0.22% hits;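 active means mean replicate score, as percent of positive control, at or above 50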
HSF1 inhib: HSF1 inhibitors in luciferase reporter cells, primary screen, cell-based, NIH3T3, luminescence. activity change, negative = inhibition, % at 7.5 µM (by protocol). 300,000 compounds, 0.77% hits. NIH3T3-HGL HSE-luciferase, MG132-induced, luminescence 8 h; hits give low values. AID 2098, 2009;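 active means more than half of replicate wells show activity change below -50%, luminescence cut by over half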;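 further: luciferase reports HSF-1 transcriptional activity via heat shock element; 0% = median of DMSO wells and -100% = zero luminescence signal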
HDAC3 inh: HDAC3 deacetylase inhibitors, primary screen, biochemical, fluorescence, cell-free homogeneous; Histone deacetylase 3 (Homo sapiens), O15379; AID 2718, 2010; 320,000 compounds, 0.15% hits; inhibition, % at 8.3 µM; recombinant HDAC3, fluorogenic peptide/trypsin coupled; in the data active means inhibition above about 26%, passing the limit was not always enough
Target sequence (O15379 whole entry, looked up): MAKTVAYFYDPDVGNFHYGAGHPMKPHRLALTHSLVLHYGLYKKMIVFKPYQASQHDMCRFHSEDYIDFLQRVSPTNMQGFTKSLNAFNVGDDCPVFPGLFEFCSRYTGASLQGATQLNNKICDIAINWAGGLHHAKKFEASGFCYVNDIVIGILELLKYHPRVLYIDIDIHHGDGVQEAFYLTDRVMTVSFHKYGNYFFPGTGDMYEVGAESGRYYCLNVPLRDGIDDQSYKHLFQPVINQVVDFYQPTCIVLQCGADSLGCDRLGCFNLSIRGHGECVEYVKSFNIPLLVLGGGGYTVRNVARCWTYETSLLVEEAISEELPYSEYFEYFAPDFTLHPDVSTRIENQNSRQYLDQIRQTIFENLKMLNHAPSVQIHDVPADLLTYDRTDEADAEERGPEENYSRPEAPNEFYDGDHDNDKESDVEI
Numbers without * were called inactive; · = not tested or not shown.

molecule,HIF activator,aSyn UTR inh,Platelet DG rel,HSP90 refold inh,HSF1 activator,KLF5 inh,HSF1 inhib,AI-2 QS mod,HDAC3 inh,IEC-6 cytotox
Cc1c(-c2nc(-c3cccnc3)no2)cccc1[N+](=O)[O-],2.4,-80.9,-2.1,2.5,22.7,-12.8,6.3,6.2,2.0,1.9
CC1CCN(CCCNC(=O)C2CC(=O)N(C3CCCCCC3)C2)CC1 (stereo unspecified),-1.1,-2.4,9.9,-0.5,-9.5,-10.3,3.7,22.1,10.0,-0.3
CCCCNC(=O)Nc1nc2ccccc2s1,3.3,-80.8,-1.1,1.6,31.1,-90.1,9.0,24.4,-0.1,2.3
COc1ccc(CC(=O)N/N=C/c2c(C)n(C)c3ccccc23)cc1OC,2.1,38.9,6.0,6.4,-5.9,21.9,-5.0,-13.5,3.2,13.9
Cc1cc(C)c2c(=O)[nH]c(SCc3ccccc3C)nc2n1,-0.2,3.0,-3.1,5.3,-9.9,5.3,1.0,23.5,3.7,8.2
CCC(=O)N=c1sc2c(C)cc(C)cc2n1CC(=O)OC,-0.3,-8.2,-3.4,0.1,-12.4,-2.4,3.7,31.8,0.1,-5.8
CC1Cc2ccccc2N1S(=O)(=O)c1ccc2c(c1)n(C)c(=O)c(=O)n2C (stereo unspecified),-0.2,9.6,5.3,-1.2,-12.9,-0.9,1.4,27.8,-4.7,0.6
COC(=O)N/N=C\c1cc(Br)ccc1OCc1ccccc1,0.4,2.0,-3.1,-4.4,0.3,-8.5,3.7,9.7,·,-10.6
O=C(CN(C(=O)c1csnn1)c1ccc(Br)cc1)NC1CCCC1,1.2,-7.2,·,0.9,-18.2,3.0,3.2,14.0,-4.4,3.3
Cc1ccccc1CNS(=O)(=O)c1csc(C(N)=O)c1,0.0,3.4,11.0,1.8,-8.6,-7.1,-1.2,-0.9,2.3,1.5
COc1cc(C2Nc3ccc4ccccc4c3C3=C2C(=O)CC(C)(C)C3)ccc1OC(C)C(=O)O (stereo unspecified),-0.8,-0.9,8.9,-0.2,19.8,-41.2,3.7,11.8,-62.3,-0.6
Cc1noc(C(=O)NC2CCCCC2)c1Cl,0.2,6.7,9.0,6.1,0.2,0.6,3.5,16.8,-9.1,1.9
Cc1ccc(NCc2n[nH]c(=S)n2Cc2ccccc2)cc1Cl,3.6,3.7,3.8,3.9,-21.9,-15.7,-8.1,4.5,·,0.3
COc1ccc(/C=N/NC(=O)c2cccnc2)cc1O,-0.2,2.9,14.5,4.7,-5.5,-14.1,-2.3,3.8,-1.1,5.6
COc1ccc(N(CC(=O)NCCSc2ccccn2)S(C)(=O)=O)cc1,0.0,-3.5,18.0,-1.6,-4.1,-3.8,-3.0,11.3,-3.5,2.1
COc1ccc(CNC(=O)COc2cccnc2[N+](=O)[O-])cc1OC,-16.8,-2.4,-3.8,-3.6,15.3,-31.1,-5.0,27.7,-0.9,2.3
O=C(O)c1cccnc1Cl,-0.2,5.5,-2.1,-0.4,-36.7,-3.9,-16.8,6.2,0.1,6.1
CCOC(=O)Cn1nc(C)cc1NC(=O)c1cccnc1,0.1,-16.5,1.6,1.3,25.5,1.5,6.8,-3.3,-4.7,3.9
Cn1c(SCc2nnc3n2CCCCC3)nc2ccccc21,0.1,-25.9,-16.9,0.4,3.9,-31.9,-5.0,27.6,5.6,-5.1
COC(=O)c1cc(NCc2ccccc2F)ccc1N1CCOCC1,0.1,13.5,-16.2,-3.8,15.6,12.1,-6.9,26.2,-2.4,10.9
Cc1cccnc1Nc1nc(-c2ccc(O)cc2O)cs1,2.9,-187.9,-1.1,8.2,-16.3,-49.1,-17.9,0.6,1.9,1.1
CC1=C(C(=O)Nc2cccnc2)C(c2cccnc2)n2nc(-c3cccs3)nc2N1 (stereo unspecified),0.1,10.8,-1.6,-1.1,-10.7,18.4,-5.2,1.5,0.3,0.4
COCCCNC(=S)Nc1ccccc1C,0.1,-20.4,6.0,-5.9,6.9,-20.9,0.5,15.1,-0.2,-14.8
CCOc1ccc(OCc2ccc(C(=O)N3CCOCC3)cc2)cc1,1.9,-91.2,1.4,3.7,5.6,-84.2,7.2,21.9,-0.5,-0.8
CC(C)(C)c1ccc(OCCC(=O)OCC(=O)NC(=O)NC2CCCC2)cc1,-0.5,-16.6,-5.6,·,-4.9,·,-2.1,2.4,·,·
CCN(CC)CCCNC(=O)/C(=C\c1cccn1C)NC(=O)c1cccs1,-0.2,-8.3,1.2,0.9,11.1,-31.9,-1.8,15.2,4.6,-1.8
O=C(Oc1ccc2ccc(=O)oc2c1)c1cccs1,-0.3,9.0,6.9,4.4,-4.9,-7.0,1.9,11.8,30.4*,6.9
COc1ccc(NC(=O)CSc2nnc3ccc(-c4ccccn4)nn23)cc1OC,-0.2,17.0,-0.1,·,-9.1,·,-2.3,26.0,-0.9,·
CCOc1ccc(CC(=O)C2C(=O)CCCC2=O)cc1OCC,-0.1,28.0,-1.3,5.7,-12.4,-24.7,-10.1,33.4,-2.2,-1.0
CC(C(=O)Nc1cccc([N+](=O)[O-])c1)N1C(=O)NC2(CCCC2)C1=O (stereo unspecified),-0.7,-41.1,6.8,-3.4,-9.4,-9.4,0.4,7.2,-0.5,6.6
O=C(CSc1n[nH]c(-c2ccccc2O)n1)N1CCCc2ccccc21,0.0,8.6,-1.7,-6.2,7.4,20.2,6.0,9.3,-2.9,0.5
CC(C)CN(C(=O)c1ccc(-n2cncn2)c([N+](=O)[O-])c1)C1CCS(=O)(=O)C1 (stereo unspecified),0.3,-10.2,-0.3,·,-10.8,·,-5.9,7.8,0.3,·
CCOC(=O)c1c(NC(=O)CN2CCCc3ccccc32)sc(C(C)=O)c1C,-0.2,28.9,-18.8,0.5,50.2*,-16.6,9.0,30.5,-0.3,2.7
CCCOc1ccc2oc(=O)c3c(c2c1)CCCN3C(=O)CN1CCCC(C(=O)OCC)C1 (stereo unspecified),-0.6,-0.1,7.7,0.1,16.2,-21.7,10.5,20.0,·,5.3
c1ccc2sc(SCc3ccc(-c4nnco4)cc3)nc2c1,1.9,-156.2,5.6,-3.0,33.8,-79.9,18.4,-21.1,-1.8,0.1
COc1ccc(Cl)cc1NC(=O)C[n+]1cccc(C)c1,-24.2,-7.4,7.4,-0.9,3.6,-20.5,1.4,11.0,-7.9,-6.7
O=C(NNC(=O)C1CC1)c1cc(Cl)nc2ccccc12,-1.0,13.8,-8.0,-4.3,-8.9,-26.6,-8.2,20.1,-4.6,2.7
Cc1ccc(NC(=S)NNC(=O)c2ccccc2O)c(C)c1,0.9,-6.8,0.8,-2.1,1.7,-34.7,-11.5,-3.2,-0.8,-5.0
COc1ccc(C(=O)NC(C(=O)NCc2ccccn2)C(C)C)cc1 (stereo unspecified),0.6,12.1,1.3,4.2,5.0,-43.1,-1.1,10.6,1.2,-1.1
O=C(Cc1ccccc1)Nc1c(C(=O)N2CCOCC2)cnn1-c1ccccc1,-0.3,3.3,1.2,-1.8,13.4,-17.3,11.6,17.4,-3.3,6.8
O=C(Cc1ccccc1)NN1C(=O)C2C(C1=O)C1C=CC2C12CC2 (stereo unspecified),-0.2,-0.9,-4.8,-6.6,0.3,-6.1,-7.9,24.5,-1.1,-1.6
Nc1nc(SCC(=O)Nc2ccccc2)[nH]c(=O)c1NC(=O)c1cccs1,0.0,-11.7,2.7,-3.4,7.0,-7.2,4.0,8.9,4.6,0.6
CCn1cc(C(=O)NCC(=O)NC(C)(C)CO)c(=O)c2cc3c(cc21)OCO3,0.4,11.2,-0.3,0.2,8.5,-16.4,3.2,-3.4,-0.8,9.5
CCN(CC)S(=O)(=O)c1ccc(/C=C/C(=O)Nc2ccc(N3CCOCC3)cc2)cc1,-0.3,7.1,1.6,-0.3,1.6,48.1,2.8,10.5,1.9,-4.5
Cc1ccccc1Cn1ccc(NC(=O)c2cnn3cccnc23)n1,·,3.7,2.7,-3.8,8.0,-7.6,4.7,26.8,1.2,3.7
CCN(CC)S(=O)(=O)c1cc(C(=O)OCC(=O)NC(=O)c2cccn2C)ccc1C,0.2,-4.2,1.1,0.1,-2.4,-23.2,-1.4,9.8,-0.2,2.7
CCOC(=O)C1=C(N)OC2=C(C(=O)CC(C)(C)C2)C1c1ccco1 (stereo unspecified),0.0,1.3,2.9,-3.6,-21.3,-47.0,1.6,5.3,-8.0,1.9
O=C(NCc1ccc(F)cc1)c1ccc(CS(=O)Cc2ccccc2Cl)o1 (stereo unspecified),-0.8,-9.9,-3.2,2.1,0.2,-18.0,9.0,16.2,-0.6,-2.1
COC(=O)c1c(C)oc2ccc(OC(=O)N3CCOCC3)cc12,0.8,-17.5,3.9,-0.5,15.4,11.3,-2.4,6.6,0.1,1.2
CCCN1C2CCCC1CC(NC(=O)c1cc(OC)cc(OC)c1)C2 (stereo unspecified),-1.2,10.0,7.6,-2.5,-10.8,-17.0,-3.6,13.1,3.2,5.6

Additional records.
molecule,HIF activator,aSyn UTR inh,Platelet DG rel,HSP90 refold inh,HSF1 activator,KLF5 inh,HSF1 inhib,AI-2 QS mod,HDAC3 inh,IEC-6 cytotox
CCCC(=O)N(Cc1cc(=O)[nH]c2ccccc12)c1ccc(C)cc1C,-7.7,-10.1,0.0,-4.2,-15.2,-31.4,-0.2,41.8,8.3,-8.2
CC(C)(C)c1ccc(OCCCNC2CCCC2)cc1,0.3,-4.4,5.9,-3.2,-8.4,-33.8,-6.8,9.3,-2.6,-0.6
O=C(COC(=O)c1ccccc1C(=O)c1ccc(Cl)c([N+](=O)[O-])c1)NC1CCCCCC1,-2.3,-6.6,-9.1,4.2,-0.4,-0.6,-3.1,12.0,0.2,-3.1
CN(C)CC/C=C1\c2cc(F)ccc2CSc2ccccc21,-0.3,-6.3,-4.1,-0.7,6.0,-36.8,-2.2,35.2,·,2.6
O=C(Cn1cc(/C=N/NC(=O)c2cccc3ccccc23)c2ccccc21)Nc1ccc(F)cc1,-0.9,14.7,-6.2,-3.1,8.2,-23.9,-2.4,15.3,-2.3,-1.7
CCC(CC)C(=O)Nc1cccc(-c2nc3ccccc3o2)c1,-0.1,5.4,12.3,-2.6,-43.1,7.5,-30.1,20.3,6.8,-3.1
N/C(=N\OC(=O)c1ccc(Br)o1)c1ccccn1,-3.3,-18.9,2.4,23.2*,38.4,-38.1,16.2,31.0,-0.9,-0.9

Full records as entered above. Values in the order: HIF activator	aSyn UTR inh	Platelet DG rel	HSP90 refold inh	HSF1 activator	KLF5 inh	HSF1 inhib	AI-2 QS mod	HDAC3 inh	IEC-6 cytotox
CC(C(=O)Nc1cccc([N+](=O)[O-])c1)N1C(=O)NC2(CCCC2)C1=O (stereo unspecified) reads -0.7	-41.1	6.8	-3.4	-9.4	-9.4	0.4	7.2	-0.5	6.6
O=C(COC(=O)c1ccccc1C(=O)c1ccc(Cl)c([N+](=O)[O-])c1)NC1CCCCCC1 reads -2.3	-6.6	-9.1	4.2	-0.4	-0.6	-3.1	12.0	0.2	-3.1
